# Screening results as filed in PubChem.
# TNAP pNPP inh – inhibitors of human tissue-nonspecific alkaline phosphatase; inhibition, % at 20 µM; P05186; 21,000 tested, under 10 active; purified TNAP, pNPP hydrolysis, absorbance 405 nm;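 note: 0% = DMSO only wells and 100% = 1 mM levamisole wells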
# Target sequence (P05186 whole entry, looked up): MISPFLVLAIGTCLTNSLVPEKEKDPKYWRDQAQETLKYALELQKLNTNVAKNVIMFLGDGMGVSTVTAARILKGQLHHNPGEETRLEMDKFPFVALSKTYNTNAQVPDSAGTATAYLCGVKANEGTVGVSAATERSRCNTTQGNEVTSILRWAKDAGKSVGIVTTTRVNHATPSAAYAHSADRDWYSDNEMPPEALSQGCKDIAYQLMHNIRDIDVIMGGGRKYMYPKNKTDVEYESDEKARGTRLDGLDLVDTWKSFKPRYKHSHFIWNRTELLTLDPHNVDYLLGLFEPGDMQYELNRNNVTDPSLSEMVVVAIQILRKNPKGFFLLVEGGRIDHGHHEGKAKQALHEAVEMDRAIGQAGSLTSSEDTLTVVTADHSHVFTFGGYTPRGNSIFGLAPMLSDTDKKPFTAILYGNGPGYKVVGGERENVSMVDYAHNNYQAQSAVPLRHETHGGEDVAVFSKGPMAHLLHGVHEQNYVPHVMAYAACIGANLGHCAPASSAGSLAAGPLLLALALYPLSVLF
# TNAP Pi inh – human TNAP inhibition, phosphate detection. P05186. purified TNAP, pNPP, malachite green phosphate absorbance. inhibition, % at 20 µM. 21,000 tested, under 10 active. AID 614
# Numbers without * were called inactive.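 Rule for the calls: active = inhibition above 50% at the 20 µM single-dose screen; inactive = the rest.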
SMILES,TNAP pNPP inh,TNAP Pi inh
COc1ccc(Cn2cccc(NC(=O)Nc3ccc(C#N)cc3)c2=O)cc1,2,10
O=C(NCc1ccc(F)cc1)C(c1cccs1)N(C(=O)c1csnn1)C1CC1 (configuration not stated),-14,0
O=C(OCCNC(=O)c1ccc2ccccc2n1)c1cccnc1,1,10
CCCCCOC(=O)Cn1c(SCC(=O)Nc2ccccc2)nc2c1c(=O)[nH]c(=O)n2C,6,11
CCOCCCNCC(=O)Nc1ccccc1N1CCOCC1,-7,-6
O=C(COC(=O)C1CC(=O)N(c2ccc3c(c2)OCCO3)C1)Nc1ccc2c(c1)CCC2 (configuration not stated),0,11
Cc1cccc2cc(CN(Cc3ccco3)C(=O)c3ccncc3)c(=O)[nH]c12,-1,4
COC(=O)c1ccccc1NC(=O)CN1C(=O)c2ccccc2S1(=O)=O,3,8
CCCOC1CCCN(C(=O)c2cc(Cl)c(Cl)cc2C(=O)O)C1 (configuration not stated),4,11
Cc1ncc([N+](=O)[O-])n1CC(O)CCl (configuration not stated),6,11
CCCCNC(=O)c1ccc(NS(=O)(=O)c2ccccc2)cc1,1,9
Cc1cccc(N2CCN(C3=NC(=O)C(=C4CCCCC4)S3)CC2)c1,6,4
O=C(c1cccs1)N1CCOCC1,-2,5
Cc1noc(C)c1C(=O)Nc1sc2c(c1C(N)=O)CCCCC2,-1,4
CSc1nnnn1-c1ccc(C(=O)OCC(=O)N2CCOCC2)cc1,-1,2
O=S(=O)(c1ccc(F)cc1)N1CCC(N2CCN(c3ccccc3)CC2)CC1,9,14
COc1cccc(-n2nnnc2SCC(=O)NCCc2ccccc2)c1,-5,0
CCOc1cccc(-c2nnc3sc(-c4ccco4)nn23)c1,6,8
CCN(C(=O)CSc1nnc(-c2ccccc2Cl)n1C1CCCC1)C1CCS(=O)(=O)C1 (configuration not stated),6,-6
CSc1nc2nc(-c3ccccc3)cc(C(F)(F)F)n2n1,5,1
COC(=O)CSc1nc2sc3c(c2c(=O)n1C1CCCCC1)CCN(C)C3,0,5
C=CCn1c(SCC(=O)Nc2ccc(C(=O)OCC)cc2)nnc1-c1sc(N)nc1C,3,6
CCCCCCn1cnc2c(c1=O)c1nc3ccccc3nc1n2/N=C/c1ccco1,1,5
Cn1c(N2CCOCC2)nc2c1c(=O)n(Cc1ccc(Cl)c(Cl)c1)c(=O)n2C,4,10
COCCNc1oc(-c2ccc(C)cc2)nc1C#N,4,9
O=C1CCC(=O)N1c1nc2nc(-c3ccccc3)cc(-c3ccccc3)n2n1,5,-3
c1ccc(OCCSc2nnc3sc4ccccc4n23)cc1,0,0
CC(CCc1ccccc1)C(=O)NO (configuration not stated),0,0
Cc1cccc(NC2=NC3(CCCCC3)N=C(N)N2)c1C,8,4
O=C(c1cnn2c(C(F)(F)F)cc(-c3ccco3)nc12)N1CCCCCC1,6,15
Cc1nc2ccc(C(C(F)(F)F)(C(F)(F)F)C(F)(F)F)cc2[nH]1,0,0
Cc1cccc(OCc2nnc(SCC(=O)c3cccs3)n2C)c1C,0,0
O=C(C1CCCCC1)N(CCN1CCCC1)c1nc2ccccc2s1,2,11
Cc1ccccc1C(=O)Nc1ccc2c(c1)OCO2,2,11
N#Cc1c(NC(=O)CSc2ncc(-c3ccccc3)n2CC2CCCO2)sc2c1CCCC2 (configuration not stated),7,16
CCn1cnc2scc(-c3ccccc3)c2c1=O,3,6
CC(C)OC(=O)CCNc1n[nH]c(=O)[nH]c1=O,-10,-13
Cc1c(C(O)CN2CCC(C(N)=O)CC2)c2ccccc2n1C (configuration not stated),-7,2
CC(=O)NCCOc1ccc(C(=O)O)cc1,1,8
CCCc1nc(-c2ccccc2O)n(-c2ccccc2)n1,3,8
Cc1ccc(OCC(O)CNS(=O)(=O)c2ccccc2C(=O)N2CCCCC2)cc1 (configuration not stated),4,1
CCCC1C2CN(C(C)=O)CC=C2C(C#N)=C(N)C1(C#N)C#N (configuration not stated),2,4
COc1cc(-c2nn3c(-c4cccnc4)nnc3s2)cc(OC)c1OC,3,8
CCCN1C(=O)C2(/C(=C(\O)c3ccc4c(c3)OCCO4)C(=O)C(=O)N2CCCOC)c2ccccc21 (configuration not stated),1,6
COc1cc2cc(C)c(SCC(=O)N3CCOCC3)nc2cc1OC,6,13
Cc1cc(C)nc(SCC(=O)Nn2cnnc2)n1,7,23
O=S(=O)(c1ccccc1)N1CCC(N2CCCCCC2)CC1,2,-2
N#Cc1nc(-c2ccccc2F)oc1NCc1cccc2c1OCO2,6,-6
CCN(CC)c1ccc(C2NC(=O)NC(C)=C2C(=O)Nc2ccccc2)cc1 (configuration not stated),0,8
CCOC(=O)c1ccccc1NC(=O)CN(c1ccccc1)S(=O)(=O)N(C)C,2,17
Cc1nc2sc(-c3ccccc3)cc2c(=O)n1-n1cccc1,5,12
CCc1nnc(NC(=O)CCC(=O)N2CCN(CCOc3ccc(C)cc3)CC2)s1,5,10
Cc1c(NC(=O)COc2ncnc3c(Cl)cc(Cl)cc23)c(=O)n(-c2ccccc2)n1C,0,-6
CC1=C(C(=O)OCc2ccccc2)C(c2ccccn2)c2c(n(C)c(=O)n(C)c2=O)N1 (configuration not stated),-2,0
CCNC(=O)NC1(C(=O)Nc2ccc3c(c2)CCC3)CCCCC1,1,6
CCCc1cc(=O)[nH]c(SCC(=O)N2CCN(c3ccccc3)CC2)n1,-12,-4
O=C(Cn1cnc2ccccc2c1=O)NC1CCCc2ccccc21 (configuration not stated),4,7
CN=C(c1ccco1)n1c(=S)nc(-c2ccco2)n(C)c1=S,0,-15
Cc1cc(O)c(C(C)C)cc1NS(=O)(=O)c1ccccc1,-29,-70
CCc1ccc(-c2nnn(CCC(=O)OC)n2)cc1,1,4
# (continued)
SMILES,TNAP pNPP inh,TNAP Pi inh
c1ccc(-c2nn3c(C4CCCCC4)nnc3s2)cc1,2,8
O=c1c(F)cn(C2CCCO2)c(=O)n1Cc1ccccc1Cl (configuration not stated),4,8
O=C(NCc1cccc(Cl)c1)c1ccc2c(c1)OCO2,4,11
O=C(NCc1ccco1)c1ccc(Br)s1,-1,1
Nn1c(SCC(=O)Nc2ccc(F)cc2)nnc1C1CCCCC1,-1,8
CCc1nc(N2CCCC(C)C2)c2oc3ccccc3c2n1 (configuration not stated),4,10
O=C(N1CCCC1)n1c(Cc2ccccc2)nc2ccccc21,7,9
O=C1CC(Sc2nnc(-c3ccccc3O)o2)C(=O)N1c1ccccc1 (configuration not stated),-4,6
CC(=O)NCCOC(=O)Nc1cccnc1,-1,5
Cc1ccc(S(=O)(=O)N2CCOCC2)cc1C(=O)NCc1cn2ccsc2n1,-2,11
O=C(c1ccco1)N1CCN(C(c2ccccc2Cl)c2nnnn2Cc2cccs2)CC1 (configuration not stated),1,15
CCN(CC)S(=O)(=O)c1ccc(-c2nnc(SCC(=O)N3CCOCC3)o2)cc1,2,11
Cc1ccc(-c2nnn(CCC(=O)N3CCCCC3C)n2)cc1 (configuration not stated),1,8
CSc1ncccc1C(=O)OCC(=O)NC(=O)NCCC(C)C,2,8
COc1ccc(-c2nnc(SCc3nnc(-c4ccccc4)o3)n2C)cc1OC,4,12
Cc1cccc(NC(=O)c2cc(N3CCOCC3)nc3ccccc23)c1,-1,4
Cc1cc(Cl)ccc1OCC(=O)OC(C)C(=O)N(C)C (configuration not stated),5,9
c1ccc(-c2noc(-c3cccs3)n2)nc1,-7,-2
COc1ccc(OCC(O)Cn2c(=N)n(Cc3ccccc3)c3ccccc32)cc1 (configuration not stated),2,9
Brc1ccc(OCCOCCN2CCOCC2)cc1,2,6
COc1ccc(CCNC(=O)CSc2cc(=O)[nH]c(N)n2)cc1OC,0,-20
CCc1nc2sc3c(c2c(=O)o1)CCCC3,0,-5
Cc1ccc(-c2nnc(N3CCCCC3)c3ccccc23)cc1S(=O)(=O)N1CCN(C)CC1,6,14
CCc1cc2c(NCCO)ncnc2s1,5,15
COCC(=O)NC1CC2CCCC(C1)N2Cc1ccccc1 (configuration not stated),0,5
Fc1ccc(C(c2ccc(F)cc2)N2CCN(C/C=C/c3ccccc3)CC2)cc1,0,0
CCOc1ccc(N2CCn3c2nc2c3c(=O)n(CCc3ccccc3)c(=O)n2C)cc1,-2,9
C(=NC12CN3CN(CN(C3)C1)C2)c1ccc2c(c1)OCO2,1,-16
CC1CCCC(C)N1C(=O)CSc1nc2ncnc(N)c2[nH]1 (configuration not stated),2,12
O=C(CCC(=O)N(CC(=O)NC1CCCC1)C1CCCC1)Nc1ccccn1,1,-23
COc1cccc(C(=O)Nc2ccccc2N2CCCC2)c1,7,12
CCOC(=O)C1CCN(c2nc3ccccc3nc2C(C#N)C(=O)OC(C)C)CC1 (configuration not stated),4,10
COc1ncnc2c1NC(=O)CS2,0,-19
COc1ccc(CC2CCOC2=O)cc1 (configuration not stated),3,12
Cc1cc(CN(C)C)c(O)c(C2(C)CCCCC2)c1,-2,6
COc1ccc(N2CCN(C(=O)CSc3nnc(-c4cccnc4)n3-c3ccccc3)CC2)cc1,-1,8

# The list goes on; it opens with the 5 that closed the last part.
SMILES,TNAP pNPP inh,TNAP Pi inh
CCOC(=O)C1CCN(c2nc3ccccc3nc2C(C#N)C(=O)OC(C)C)CC1 (configuration not stated),4,10
COc1ncnc2c1NC(=O)CS2,0,-19
COc1ccc(CC2CCOC2=O)cc1 (configuration not stated),3,12
Cc1cc(CN(C)C)c(O)c(C2(C)CCCCC2)c1,-2,6
COc1ccc(N2CCN(C(=O)CSc3nnc(-c4cccnc4)n3-c3ccccc3)CC2)cc1,-1,8
Cc1cccc(N2C(=O)C3C4C=CC(C4)C3C2=O)c1 (configuration not stated),-1,4
CCCCCCSC1=C(C#N)C(c2ccccc2)CC(=O)N1 (configuration not stated),6,-1
c1ccc(-n2ncc3c2ncn2nnnc32)cc1,-2,6
Cc1nnc(SCSc2nnc(C)s2)s1,-1,4
COC(=O)C1=C(C)NC(C)=C(C(=O)OC)C1c1ccc(NC(C)=O)cc1,4,17
CN1CCc2c(sc3ncn4nc(-c5ccccc5O)nc4c23)C1,5,10
Cc1noc(C)c1COC(=O)c1cc(=O)[nH]c2ccccc12,11,9
COc1cc(-c2c(C#N)c(N)nc3c2CCCC3)ccc1O,-4,4
Cc1cc(C)c(-n2c(O)c(C=NCCN3CCOCC3)c(=O)[nH]c2=O)c(C)c1,1,4
O=C(c1c(F)cccc1F)N1CCC(O)(c2cccnc2)CC1,2,8
Cc1ccc(N2C(=O)c3ccccc3C2=O)cc1Cl,3,6
O=C(O)COc1ccc2nsnc2c1Cl,-15,-4
CCOC(=O)c1c(=O)n(O)c2ccc(C)cc2[n+]1[O-],-2,9
COc1cc(NC(=O)C(C)C)ccc1NC(=O)c1ccco1,4,-11
CCN1C(=O)CC(N2CCN(C(c3ccccc3)c3ccccc3)CC2)C1=O (configuration not stated),3,10
O=C(O)CCC(=O)N1CCN(c2cccc(Cl)c2)CC1,3,-1
CCCCOC(=O)Cn1c(=O)c2c(nc(Br)n2Cc2ccccc2)n(C)c1=O,3,11
CN1C(c2ccc(F)cc2)=CS/C1=C(\C#N)c1nnc2n1-c1ccccc1SC2,-12,-8
Cc1c(Nc2cc(=O)oc3ccccc23)c(=O)n(-c2ccccc2)n1C,0,0
O=C(Cc1cccs1)Nc1nnc(SCC(=O)NC2CCCCC2)s1,8,11
O=C(NCc1ccccc1)C(c1cccs1)N(C(=O)c1csnn1)C1CC1 (configuration not stated),0,13
Cc1ccc2c(c1)cc(CN(Cc1ccco1)S(=O)(=O)c1ccccc1)c1nnnn12,-3,8
COc1ccc(-c2nn(-c3ccccc3)cc2C(=O)NCCCn2ccnc2)cc1,3,20
CC(C)(NO)/C(=N/O)c1cccs1,-4,6
O=C(Nc1ccccc1N1CCN(c2ccc(F)cc2)CC1)C1CCCCC1,-2,4
CC(=O)N(CN1C(=O)C2CC=CCC2C1=O)c1cccc(Cl)c1 (configuration not stated),7,-6
O=C(Nc1ccccc1)C1CC2CCCC(C1)C2=O (configuration not stated),4,11
O=C(c1ccccn1)N(Cc1cc2ccccc2[nH]c1=O)C1CCCCC1,2,7
CCN(CC)C(=O)CSc1ncnc2c1cnn2Cc1ccccc1,4,-17
CC1=C(C(=O)Nc2ccccc2)C(c2ccc3c(c2)OCO3)C2=C(CCCC2=O)N1 (configuration not stated),2,0
CCOC(=O)CN(C(=O)CSc1nnc(CNc2ccc(C)cc2C)o1)c1ccccc1,3,-1
O=C(Nc1cc(C(F)(F)F)ccc1N1CCOCC1)c1c(F)c(F)c(F)c(F)c1F,6,11
COc1cccc(C2=CC(c3ccccc3)n3nnnc3N2)c1 (configuration not stated),0,0
c1ccc2c(c1)Cn1nc(Cc3nc4c(s3)CCCC4)nc1-2,6,9
COc1cc2c(cc1OC)CN(C(=O)Cc1ccc(OC)c(S(=O)(=O)N3CCOCC3)c1)CC2,2,-10
CCc1nc(N2CCN(C(=O)c3ccccc3)CC2)c(C#N)c2c1COC(C)(C)C2,2,-6

# 6 entries from above, with values ahead of the structure:
TNAP pNPP inh | TNAP Pi inh | smiles
2 | 7 | O=C(c1ccccn1)N(Cc1cc2ccccc2[nH]c1=O)C1CCCCC1
7 | -6 | CC(=O)N(CN1C(=O)C2CC=CCC2C1=O)c1cccc(Cl)c1 (configuration not stated)
2 | 0 | CC1=C(C(=O)Nc2ccccc2)C(c2ccc3c(c2)OCO3)C2=C(CCCC2=O)N1 (configuration not stated)
6 | 11 | O=C(Nc1cc(C(F)(F)F)ccc1N1CCOCC1)c1c(F)c(F)c(F)c(F)c1F
-2 | 4 | O=C(Nc1ccccc1N1CCN(c2ccc(F)cc2)CC1)C1CCCCC1
0 | 0 | COc1cccc(C2=CC(c3ccccc3)n3nnnc3N2)c1 (configuration not stated)

# 5 successive compounds already listed, quoted:
SMILES,TNAP pNPP inh,TNAP Pi inh
CCOC(=O)CN(C(=O)CSc1nnc(CNc2ccc(C)cc2C)o1)c1ccccc1,3,-1
O=C(Nc1cc(C(F)(F)F)ccc1N1CCOCC1)c1c(F)c(F)c(F)c(F)c1F,6,11
COc1cccc(C2=CC(c3ccccc3)n3nnnc3N2)c1 (configuration not stated),0,0
c1ccc2c(c1)Cn1nc(Cc3nc4c(s3)CCCC4)nc1-2,6,9
COc1cc2c(cc1OC)CN(C(=O)Cc1ccc(OC)c(S(=O)(=O)N3CCOCC3)c1)CC2,2,-10

# The list is partial; the hit share may differ from the screen's.
